# LmPK inh: inhibitors of Leishmania mexicana pyruvate kinase | purified LmPK, Kinase-Glo ATP luminescence, 1 h | Potency, µM (doses to about 57.5 µM), for inactives: top-dose activity change, negative = inhibition, hits mostly inhibitors | actives 0.37% (n = 290,000)
# Target sequence (Q27686 whole entry, looked up): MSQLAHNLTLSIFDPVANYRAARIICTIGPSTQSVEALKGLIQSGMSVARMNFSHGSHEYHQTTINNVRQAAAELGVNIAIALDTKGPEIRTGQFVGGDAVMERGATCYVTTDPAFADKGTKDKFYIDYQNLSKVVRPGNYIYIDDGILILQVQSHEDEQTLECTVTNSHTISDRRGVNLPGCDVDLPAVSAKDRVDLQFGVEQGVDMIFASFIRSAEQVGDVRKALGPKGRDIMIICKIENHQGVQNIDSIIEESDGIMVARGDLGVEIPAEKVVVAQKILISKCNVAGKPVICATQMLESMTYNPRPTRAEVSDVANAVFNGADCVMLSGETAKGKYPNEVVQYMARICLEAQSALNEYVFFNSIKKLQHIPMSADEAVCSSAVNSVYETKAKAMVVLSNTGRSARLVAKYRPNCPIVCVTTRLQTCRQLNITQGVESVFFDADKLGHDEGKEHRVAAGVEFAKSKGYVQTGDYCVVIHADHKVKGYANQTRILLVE
#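 Purified LmPK (0.1 nM) with 0.5 mM PEP and 0.1 mM ADP in imidazole buffer pH 7.2 with MgCl2/KCl, 1 h at room temperature. ATP formed was read by luciferase luminescence and normalized to no-enzyme and uninhibited controls.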
# Tb PYK inh: T. brucei pyruvate kinase inhibition; Potency, µM (titrated, usually from 76.8 µM), without a hit: at the highest dose activity, negative = inhibition, actives largely listed as inhibitors; Q57TT1; TbPYK enzyme, Kinase-Glo Plus ATP luminescence, 45 min; actives 0.12% (n = 410,000); also: nearly all actives have a fitted effect of over 50% in size
#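 Glycolytic pyruvate kinase of T. brucei was incubated with substrate, test compound and 130 uM ADP for 45 minutes at room temperature. Luminescent Kinase-Glo Plus signal was measured after 10 minutes.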
# HCV inhibitor: HCV inhibition. Huh7.5.1 HCVcc-Cre infection, luciferase reporter, 44 h. Potency, µM (top dose mostly 41.8 µM), for inactives: top-dose activity change, negative = inhibition, actives largely listed as inhibitors. actives 3.4% (n = 340,000). AID 651820
#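 Infectious HCVcc-Cre (~0.5 moi) was added to cells just after compound, with cells seeded 4 h earlier at 1,000 per well. Luciferase activity after 44 h culture reported infection; substrate was incubated 15 min at room temperature before reading.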
# Sm TGR block: inhibitors of Schistosoma mansoni thioredoxin glutathione reductase; actives 3% (n = 360,000); Potency, µM (highest dose often 114 µM), for inactives: at the top dose activity change, negative = inhibition, most hits filed as inhibitors; purified TGR, DTNB reduction, TNB absorbance 405 nm; AID 485364; Q962Y6; also: nearly all actives have a fitted effect of over 60% in size
#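 TGR 20 nM + NADPH 100 uM (dispensed conc.), cpd preinc 15 min RT; start with NADPH (500 uM addition) then DTNB (15 mM addition). Kinetic TNB absorbance, 405 nm filter. Four-parameter Hill fit across titration.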
# Pf growth 48h: inhibits P. falciparum growth in the first generation, 48 h; P. falciparum luciferase growth in erythrocytes, 48 h; Potency, µM (highest dose often 28.7 µM), for inactives: at the top dose activity change, negative = inhibition, hits mostly inhibitors; actives 5.9% (n = 310,000); AID 504832
#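 In quantitative HTS format, infected erythrocytes bearing luciferase-reporter parasites were treated for a single generation at 37 C. Luminescence after adding detection reagent served as the growth measure.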
# Pf growth 96h: P. falciparum growth inhibition at 96 hours. P. falciparum luciferase reporter growth, 96 h. Potency, µM (top dose mostly 28.7 µM), for inactives: at the top dose activity change, negative = inhibition, actives largely listed as inhibitors. actives 6.9% (n = 320,000). AID 504834
#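 Delayed-death screen, second-generation endpoint: infected erythrocytes, 2% hematocrit, 0.05% parasitemia final; 96 hours at 37 C, 5% CO2; luciferase detection reagent; luminescence decrease equals reduced growth.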
# * marks the source's active call; other numbers are inactive results; ? = inconclusive; · = no result given; [ ] = dose if it differs, or a comment. Calls follow the shape of the dose curve; as a rule, active = well fitted curve in the direction sought with a large enough effect; inconclusive = small, poorly fitted or top-dose-only effect, or another doubt; inactive = no such curve, though single readings can be large; an effect the other way counts as inactive or inconclusive. % is scaled to controls: 0 for no effect and ±100 for the full control effect; potency is read from the fitted curve at half-maximal effect.
Structure	LmPK inh	Tb PYK inh	HCV inhibitor	Sm TGR block	Pf growth 48h	Pf growth 96h
Cc1ccc(S(=O)(=O)N(C)C)cc1NC(=O)COC(=O)/C=C/c1cccs1	·	0%	-12%	3%	7%	0%
Cc1ccc(Nc2nc(-c3cccnc3)nc3ccccc23)cc1	2%	1%	1.1µM*	4%	15µM*	5%
COc1ccc(/C=N/N2C(=O)CSC2=S)cc1Br	·	-7%	3%	-34%	24%	?
CCOC(=O)C1=NNC(C(=O)c2ccc(C)cc2)C1c1ccc(OC)cc1 (stereo unspecified)	-1%	2%	-8%	-2%	12µM*	·
CCN(CC(=O)NCc1ccc(F)cc1)CC(=O)NC1CCCC1	7%	1%	0.89µM*	-5%	27%	25%
Cc1[nH][nH]c(=O)c1C(c1ccc(-c2ccc(C(=O)O)cc2)o1)c1c(C)[nH][nH]c1=O	-17%	?	9%	16µM*	?	-15%
O=C(O)c1cc2nc(-c3ccc(F)cc3)cc(C(F)(F)F)n2n1	7%	-6%	3%	-1%	1%	?
CCOc1cc(S(=O)(=O)N2CCCC2)c(C)cc1C	6%	4%	1%	3%	?	49%[activator]
COc1cc(C(O)CO)ccc1O (stereo unspecified)	·	-9%	3%	?	-12%	6%
COc1ccc(NC2CCCN(C(=O)c3ccc(C(C)=O)s3)C2)cc1 (stereo unspecified)	2%	-7%	7%	-6%	6%	16%

# (more compounds)
Structure	LmPK inh	Tb PYK inh	HCV inhibitor	Sm TGR block	Pf growth 48h	Pf growth 96h
Cc1cccc(NC(=S)N(Cc2cccs2)Cc2cc3cc(C)ccc3[nH]c2=O)c1	4%	-3%	11%	5%	-5%	?
C=CCSc1nc2sc(C)c(C)c2c(=O)n1N	1%	-3%	-4%	0%	3%	16%
O=C(CN1CCN(c2ccccc2O)CC1)NC(=O)NCc1ccco1	-3%	-10%	10%	-15%	-4%	9%
CC(OC(=O)CCC1CCCCC1)C(=O)Nc1ccc(S(N)(=O)=O)cc1 (stereo unspecified)	·	-1%	14%	8%	-25%	11%
C=CCSc1nc2c(cnn2-c2ccc(C)c(C)c2)c(=O)[nH]1	6%	8%	-1%	0%	·	?
Nc1nccc(-c2cccs2)n1	-8%	-1%	9%	2%	?	0%
Cc1ccc(F)c(NC(=S)Nc2cccc3ccccc23)c1	-10%	·	·	8%	?	50%[activator]
Cc1cc(=O)[nH]c(SCC(=O)c2ccc(C(C)C)cc2)n1	3%	5%	-12%	-1%	14%	4%
Cc1ccc(CC(=O)N2CCN(c3cccc(C(F)(F)F)c3)CC2)cc1	3%	28%	10%	6%	38%[activator]	18%
O=C(NN1C(=O)C2C3C=CC(C4CC34)C2C1=O)c1ccc(Cl)cc1Cl (stereo unspecified)	-1%	-1%	1%	4%	64%[activator]	37%[activator]

# Carrying on.
Structure	LmPK inh	Tb PYK inh	HCV inhibitor	Sm TGR block	Pf growth 48h	Pf growth 96h
CCCSc1nnc(-c2c[nH]c3ccccc23)n1C	5%	-1%	-9%	-2%	·	?
O=C(OCC(=O)N1CCc2ccccc2C1)c1cccs1	-9%	4%	1%	-3%	1.5µM*	-7%
Cc1ccc(-n2c(C)nnc2SCC(=O)N(C)c2c(N)n(Cc3ccccc3)c(=O)[nH]c2=O)cc1	·	0%	17%	-5%	-10%	?
CC1CCCN(C(=O)C2CCCN(S(=O)(=O)c3cccc4nsnc34)C2)C1 (stereo unspecified)	3%	-15%	5%	-2%	8%	·
COc1ccc(C)cc1S(=O)(=O)N(C)CC(=O)N1CCC(C(N)=O)CC1	2%	1%	3%	·	3%	4%
COc1ccccc1-c1c(-c2ccc(OCC(=O)NN)cc2O)n[nH]c1C(F)(F)F	-4%	0%	?	-4%	8.3µM*	7.4µM*
CC(=O)Nc1ccc(S(=O)(=O)N2CCc3cc4c(cc3C2)OCCCO4)cc1	0%	0%	?	-14%	3%	-9%
CCCOc1ccc(C(=O)NC(=S)N2CCN(c3cc4c(cc3F)c(=O)c(C(=O)O)cn4CC)CC2)cc1	9%	2%	20%	-7%	15µM*	7%
COc1ccc(C(=O)OCC[N+]2(C)CCOCC2)cc1	1%	10%	10%	?	4%	?
CCn1c(-c2ccccc2)c[nH]c1=S	14µM*	?	?	5%	0%	?

# Next compounds.
Structure	LmPK inh	Tb PYK inh	HCV inhibitor	Sm TGR block	Pf growth 48h	Pf growth 96h
Cc1ccnc(NS(=O)(=O)c2ccc(NC(=O)Cc3ccc(F)cc3)cc2)n1	-4%	0%	21%	10%	0%	-4%
Cc1ccc(N(C(=O)c2ccc(S(=O)(=O)N3CCOCC3)cc2)C2C=CS(=O)(=O)C2)cc1C (stereo unspecified)	6%	0%	5%	3%	?	-5%
O=C(CN1CCN(S(=O)(=O)c2ccc(F)cc2)CC1)NCc1cccs1	·	0%	18%	-2%	?	20%
Cc1cc(/C(N)=N/OC(=O)Nc2ccccc2)no1	-11%	-12%	7%	8%	59%[activator]	55%[activator]
Cc1[nH]c2ccccc2c1C(=O)CN1C(=O)C(=O)N(C2CCCC2)C1=O	5%	-19%	12%	-3%	24%	28%
Cn1c2c(c(=O)c3ccccc31)CCCC2	1%	-1%	-1%	9%	-10%	?
O=C(CCN1C(=O)c2ccccc2S1(=O)=O)N1CCN(c2ccccc2F)CC1	·	1%	?	1%	-24%	19%
N=c1n(CCN2CCCCC2)c2ccccc2n1CC(=O)c1cccc([N+](=O)[O-])c1	-3%	-4%	?	-4%	1.9µM*	?
COc1ccc(CCC(=O)N2CCN(S(=O)(=O)c3ccc4ccccc4c3)CC2)cc1	3%	-8%	-13%	11%	-28%	?
Cc1ccc(-c2nnc(CSc3nc(C)nc4sc(C)c(C)c34)o2)cc1	-2%	0%	16%	3%	0%	?

# Additional entries follow:
Structure	LmPK inh	Tb PYK inh	HCV inhibitor	Sm TGR block	Pf growth 48h	Pf growth 96h
N#CCCN(Cc1cccnc1)C(=O)Nc1ccccc1	-1%	-11%	6%	-26%	-3%	·
C=CCn1c(SCCOc2ccc(OC)cc2)nnc1C(CO)NC(=O)c1ccc(OC)cc1 (stereo unspecified)	1%	-8%	-8%	-31%	·	?
CCn1c(=S)sc2c(=O)n(CC(=O)Nc3ccccc3C(F)(F)F)c(C)nc21	-1%	-1%	-4%	-11%	-18%	54%[activator]
Oc1ccc2c3c1O[C@H]1c4oc5ccccc5c4C[C@@]4(O)[C@@H](C2)N(CC2CC2)CC[C@]314	-6%	2%	-20%	-6%	?	4.7µM*
Cc1cc(N=Cc2c(O)n(-c3ccc4c(c3)OCO4)c(=O)c3ccccc23)ccn1	3%	-3%	-23%	5%	-10%	0%
O=C(O)/C=C\C(=O)Nc1cccc(C(=O)Nc2cccc(O)c2)c1	8%	1%	15%	0%	78%[activator]	38%[activator]
O=C(N/N=C/c1ccc(Cl)c([N+](=O)[O-])c1)c1cnccn1	-5%	-7%	1%	-5%	-2%	5%
O=C(C1CCN(CC2CCCCC2)CC1)N1CCCC1	-7%	4%	6%	5%	-1%	1%[5.75 µM]
Cc1cc(-c2nc3ncccc3o2)ccc1NC(=O)CC(C)C	-7%	1%	7%	-6%	8%	4.1µM*
Cc1ccc(/C(N)=N/OC(=O)COc2ccc(Cl)c(C)c2)cc1	-1%	-1%	14%	4%	6%	-11%

# The results go on.
Structure	LmPK inh	Tb PYK inh	HCV inhibitor	Sm TGR block	Pf growth 48h	Pf growth 96h
Cc1ccc(N(CC(=O)NC(C)(C)C)C(=O)CCC(=O)Nc2nccs2)cc1C	1%	-3%	-2%	-17%	-10%	-13%
CCOC(=O)C1=C(C)NC(C)=C(C(=O)OCC)C1c1ccc(O)cc1	1%	5%	-5%	9%	-19%	·
Cc1ccc(CNC(=O)Cn2cccc2)cc1	11%	-2%	14%	2%	19%	206%[activator]
O=c1[nH]c(=O)n(-c2cccc3ccccc23)c(O)c1/C=N/N1CCCCCC1	9%	2%	17%	-1%	8%	9%
COc1cc(C(=O)N(Cc2ccccc2)c2cccc(C)c2)ccc1OC(F)F	-3%	-6%	·	-9%	?	13µM*
C#C[C@@]1(O)CCC2C3CCC4=C/C(=N/OCC(=O)NC(C(=O)O)C(C)O)CC[C@]4(C)C3CC[C@@]21C (stereo partly specified)	0%	5%	28%	-15%	11%	8%
NC(=S)Nc1ccc(F)c(F)c1F	-2%	5%	30%	-5%	2.6µM*	35%[activator]
CSc1ncccc1C(=O)Nc1nc2c(C)cccc2s1	3%	-9%	?	-2%	-7%	49%[activator]
O=C(Nc1ccccc1)C1=C[C@H](c2ccc(Br)cc2)C[C@H](OCc2ccc(CO)cc2)O1	4%	0%	-16%	1%	-26%	?
CCc1ccc(OCC2Cn3c(nc4c3c(=O)[nH]c(=O)n4C)O2)cc1 (stereo unspecified)	-3%	0%	-7%	2%	-12%	43%[activator]

# Further compounds.
Structure	LmPK inh	Tb PYK inh	HCV inhibitor	Sm TGR block	Pf growth 48h	Pf growth 96h
O=C(CN(CC1CCCO1)C(=O)CCC(=O)Nc1nccs1)NCC1CCCO1 (stereo unspecified)	-1%	2%	-1%	6%	0%	13µM*
COc1ccc(NC(C)=O)cc1NC(=O)c1ccc(C#N)cc1	13%	0%	23%	9%	-1%	-5%
CCOc1ccc(C(=O)CCC(=O)Nc2ccccc2C)cc1	-6%	1%	-4%	0%	-6%	207%[activator]
Cc1cc(N2CCN(C)CC2)n2cc(-c3ccc(F)cc3)nc2n1	4%	-5%	0%	4%	0%	-4%
O=C(O)COc1c(Cl)cc(/C=C2\NC(=O)NC2=O)cc1Br	1%	-7%	-17%	0%	15%	7%
Cc1ccc(C)c(NC(=O)CCc2ccc(S(=O)(=O)NC3CCCCC3)cc2)c1	6%	?	2%	0%	?	·
Cc1cc(Oc2ccccc2)nc(SCC(N)=O)n1	-5%	-4%	20%	-5%	?	·
COc1ccccc1NC(=O)c1ccc(S(=O)(=O)N2CCOCC2)cc1	-1%	-25%	15%	7%	0%	25%
Cc1csc(CNc2ncnc3ccc(-c4cccnc4)cc23)c1	·	1%	·	3%	?	10µM*
CCOC(=O)CSC1=C(C#N)C(c2ccccc2OCC)C(C(=O)OCC)C(=O)N1 (stereo unspecified)	2%	-4%	-10%	0%	-15%	-1%

# Later entries.
Structure	LmPK inh	Tb PYK inh	HCV inhibitor	Sm TGR block	Pf growth 48h	Pf growth 96h
CCN(CC)c1ccc(NC(=O)CC2Oc3ccccc3NC2=O)c(C)c1 (stereo unspecified)	1%	-18%	-14%	-11%	·	-12%
C=CCn1c(N)c(C(=O)OCC)sc1=S	-2%	7%	-8%	9%	2%	0%
COc1ccc(Cl)cc1C(=O)NCCCn1ccnc1	-5%	2%	20%	0%	33%[activator]	-7%
COCCCN1C(=O)c2ccc(C(=O)OCC(=O)N(CCC#N)c3cc(C)cc(C)c3)cc2C1=O	·	-2%	1%	-1%	1%	29%

# Screening data deposited in PubChem by National Center for Advancing Translational Sciences (NCATS).
